# IDE cell activ: IDE (human) activation, cell-based | P14735 | AID 493087 | activation, % at 5.96 µM | HEK cells, FAbeta-B cleavage, fluorescence polarization; 0% vehicle, 100% cell-free pure enzyme wells | hit rate 0.073% among 340,000;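 active means activation above the mean of all tested compounds plus 3 SD, set per screening campaign, cut at about 17% in these data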
# UBC9 SUMO inh: blocks human SUMOylation mediated by UBC9 | inhibition, % at 35 µM | hit rate 0.36% among 290,000 | HTRF SUMOylation assay, SAE1/SAE2 + UBC9, in vitro | AID 2006 | P63279; in the data active means inhibition above about 50%, passing the limit was not always enough; further: strong numbers were not always called active
# Target sequence (P63279 whole entry, looked up): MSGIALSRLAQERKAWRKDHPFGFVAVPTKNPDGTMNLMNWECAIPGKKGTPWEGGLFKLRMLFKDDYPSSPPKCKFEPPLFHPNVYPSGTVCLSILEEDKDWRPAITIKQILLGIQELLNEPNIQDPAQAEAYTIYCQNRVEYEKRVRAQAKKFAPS
# p-CIP stab down: p/CIP protein destabilization. Q05BA5. F442A p/CIP-EGFP cells, EGFP fluorescence, 16 h. decrease of EGFP signal, % at 10 µM. hit rate 0.01% among 290,000;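 active means EGFP signal decrease of at least 30% at 10 µM or well 3 SD below plate mean, unless failing retest; inactive means the rest, including hits failing retest or dose response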; further: some compounds called inactive have numbers as strong as hits; many of its hits are not listed in these tables
# M18AAP inhibitor: PfM18AAP enzyme inhibition. recombinant PfM18AAP, H-Glu-NHMec fluorogenic cleavage. inhibition, % at 7.35 µM. hit rate 1.2% among 290,000;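 active means inhibition above the campaign mean inhibition over all tested compounds plus 3 SD, cut at about 28% in these data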;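 further: 0% = plate median of test compound wells and 100% = 2 mM ZnCl2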
# NALP1 inh: inhibitors of NALP1 inflammasome in yeast; S. cerevisiae NALP1/ASC/caspase-1 growth, X-gal OD620, 72 h; inhibition, % at 10 µM; hit rate 0.61% among 280,000; AID 2071; in the data active means inhibition mostly above about 24%, no sharp cut-off; inactive means mostly below about 32%; further: some compounds called inactive have numbers as strong as hits
# MEKK3 PB1 HTS: raises or lowers MEK5 binding to the human MEKK3 PB1 domain | Q99759 | bead-based flow cytometry, Alexa488-MEK5 binding to MEKK3; actives lie on both sides; 0 = blocked by unlabeled MEK5, 100 = vehicle | binding response (% of control), % at 10 µM | hit rate 1.4% among 290,000;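 active means binding response more than 3 SD above or below the average of its plate-row segment, actives on both sides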;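 further: Alexa488 bead fluorescence after subtracting the streptavidin-only scavenger bead signal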
# Target sequence (Q99759 whole entry, looked up, the tested form may be a part): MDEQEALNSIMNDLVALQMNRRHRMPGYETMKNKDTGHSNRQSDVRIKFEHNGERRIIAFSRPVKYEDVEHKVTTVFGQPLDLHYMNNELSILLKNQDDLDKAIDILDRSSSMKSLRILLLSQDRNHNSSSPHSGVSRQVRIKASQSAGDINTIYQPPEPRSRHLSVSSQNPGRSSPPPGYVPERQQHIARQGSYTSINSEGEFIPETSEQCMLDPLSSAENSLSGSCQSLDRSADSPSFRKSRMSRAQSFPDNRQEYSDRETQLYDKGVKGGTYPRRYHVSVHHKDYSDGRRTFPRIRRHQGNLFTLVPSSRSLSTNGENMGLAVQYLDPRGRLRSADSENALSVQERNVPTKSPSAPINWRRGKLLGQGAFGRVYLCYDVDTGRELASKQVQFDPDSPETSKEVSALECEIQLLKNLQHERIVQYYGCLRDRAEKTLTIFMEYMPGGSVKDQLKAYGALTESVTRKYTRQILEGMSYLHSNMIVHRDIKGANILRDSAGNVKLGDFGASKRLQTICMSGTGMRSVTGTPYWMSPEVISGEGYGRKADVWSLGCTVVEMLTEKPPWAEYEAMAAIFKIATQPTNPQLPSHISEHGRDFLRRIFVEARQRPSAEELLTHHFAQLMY
# IDE inh: inhibitors of human insulin-degrading enzyme in cells; P14735; inhibition, % at 5.59 µM; hit rate 0.41% among 320,000; HEK cells, FAbetaB cleavage, fluorescence polarization;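 active means percent inhibition above the average of all tested compounds plus 3 SD, set per screening campaign, cut at about 16% in these data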;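 further: IDE supplied by intact live HEK cells; FP after avidin binding of uncleaved biotin substrate so inhibition keeps polarization high; 0% = DMSO wells and 100% = 60 µM reference IDE inhibitor Ii1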
# MEKK2 WT-MEK5: raises or lowers MEK5 binding to wildtype human MEKK2 PB1 domain; Q9Y2U5; bead flow cytometry, Alexa488-MEK5 binding to MEKK2 WT; actives lie on both sides; binding response (% of control), % at 10 µM; hit rate 1.1% among 290,000; in the data active means binding response below about 67% or above about 130%
# MEKK2mut PB1 HTS: signal of MEK5 binding to mutant human MEKK2 PB1 domain. bead flow cytometry, Alexa488-MEK5 binding to MEKK2 mutant. percent response, % at 10 µM. hit rate 0.35% among 290,000. AID 1530; in the data active means percent response above about 24%, passing the limit was not always enough; further: inactives centre near 1; some results filed as inactive read as strong as hits; reference of the scale not given here
# * = called active by the depositor; . = no result given; [ ] = another dose, or the depositor's remark.
# The first 2 records, to show the layout:
cpd | MEKK2mut PB1 HTS | M18AAP inhibitor | MEKK2 WT-MEK5 | p-CIP stab down | IDE inh | IDE cell activ | UBC9 SUMO inh | NALP1 inh | MEKK3 PB1 HTS | SMILES
1 | -2 | 1 | 92 | -12 | 0 | 7 | 9 | 4 | 94 | O=S(=O)(c1ccc2ncn(O)c2c1)N1CCOCC1
2 | 1 | -5 | 101 | -3 | 9 | -1 | -12 | 6 | 100 | Cc1nn(Cc2ccc([N+](=O)[O-])cc2)c(=O)n1N(C)c1ncc(C(F)(F)F)cc1Cl

# The list itself, repeating the preview:
cpd | MEKK2mut PB1 HTS | M18AAP inhibitor | MEKK2 WT-MEK5 | p-CIP stab down | IDE inh | IDE cell activ | UBC9 SUMO inh | NALP1 inh | MEKK3 PB1 HTS | SMILES
1 | -2 | 1 | 92 | -12 | 0 | 7 | 9 | 4 | 94 | O=S(=O)(c1ccc2ncn(O)c2c1)N1CCOCC1
2 | 1 | -5 | 101 | -3 | 9 | -1 | -12 | 6 | 100 | Cc1nn(Cc2ccc([N+](=O)[O-])cc2)c(=O)n1N(C)c1ncc(C(F)(F)F)cc1Cl
3 | 2 | 1 | 102 | 7 | 3 | 3 | 10 | 22 | 94 | Cc1cccc(Nc2nc(N)nc(CN3CCC(C)CC3)n2)c1C
4 | -5 | 8 | 91 | 0 | -2 | 2 | 11 | 1 | 95 | CC1(C)Cc2c(cnn2-c2ccccc2)C(=O)/C1=N\NC(=O)c1ccccc1
5 | 1 | -2 | 99 | -8 | 4 | -4 | -14 | 19 | 96 | COc1ccc(CCC(=O)NC(C)c2ccccc2)cc1OC (stereo not given)
6 | 5 | -13 | 103 | -3 | 7 | 0 | 0 | 7 | 100 | Cc1ccc(NC(=O)C2C3C=CC(O3)C2C(=O)O)c(C)c1 (stereo not given)
7 | -3 | 5 | 99 | 1 | 1 | 3 | 18 | -15 | 99 | CCS(=O)(=O)N1CCN(C2Cc3ccccc3C2)CC1
8 | 5 | 4 | 99 | -14 | 5 | 4 | 4 | -4 | 102 | COc1ccc(CCn2c(C3CCCCC3)nc3c(c(=O)c4ccccc4n3C)c2=O)cc1OC
9 | 3 | -10 | 100 | 0 | -3 | 0 | 1 | 11 | 101 | CCCCN(C)C(=O)c1ccc2c(c1)N(CC)C(=O)c1ccccc1S2=O (stereo not given)
10 | 0 | -4 | 99 | 0 | -1 | -3 | 20 | 16 | 101 | C=CCNc1nc(Nc2ccc([N+](=O)[O-])cc2)nc(OC)n1
11 | -1 | -2 | 98 | -3 | 2 | -4 | -14 | 27 | 100 | CCOC(=O)CN1C(=O)C2Cc3ccccc3CN2C1=S (stereo not given)
12 | 9 | 0 | 112 | -8 | -2 | 6 | 9 | 10 | 104 | CC(Sc1nnc(C2CC2)n1N)C(=O)NC1CCCCC1C (stereo not given)
13 | 3 | 8 | 107 | 5 | 2 | 2 | 10 | -24 | 106 | C=CCNC(=S)NNC(=O)c1ccccc1OCC
14 | 14 | 0 | 118 | -7 | 5 | 5 | -11 | 10 | 111 | COc1ccc(C(=O)NC2CC2)cc1OC1CCN(Cc2cc(C)c(C)cc2C)CC1
15 | 14 | 3 | 116 | -6 | -1 | 3 | 9 | 23 | 109 | COc1cccc(CNCc2ccccc2OC)c1
16 | 11 | -15 | 128 | 3 | . | 0 | 5 | 12 | 106 | CCOc1ccccc1NC(=S)N1CCN(c2ccccc2F)CC1
17 | -1 | -8 | 99 | 14 | -1 | 4 | -13 | -2 | 102 | COc1cc(OC)cc(C(=O)N[C@H](C(=O)Nc2nc(-c3cc(OC)ccc3OC)cs2)C(C)C)c1
18 | -8 | -1 | 92 | -19 | 7 | 2 | 21 | 2 | 94 | COc1cccc(C(=O)NC2=NCCS2)c1
19 | 5 | -7 | 106 | 1 | 3 | 1 | -4 | 40 | 100 | Cc1onc(-c2c(F)cccc2Cl)c1C(=O)NC1CCSC1=O (stereo not given)
20 | 14 | -3 | 107 | -4 | 1 | 2 | 7 | 23 | 98 | COc1cc2nc(=S)n3[nH]c(COc4ccccc4C)nc3c2cc1OC
21 | 1 | 4 | 97 | -24 | 2 | 8 | 8 | 20 | 102 | CC(C)(C)NS(=O)(=O)c1ccc(CCC(=O)NCc2ccco2)cc1
22 | 3 | -2 | 107 | -26 | 2 | -1 | -2 | 5 | 104 | CCc1ccc(N(C)S(=O)(=O)c2ccc3[nH]cc(C(=O)NCCN4CCOCC4)c(=O)c3c2)cc1
23 | -3 | 3 | 103 | -1 | 3 | 6 | 8 | -17 | 96 | CCOC(=O)C(C)CC(C)C(=O)N1CCOCCOCCN(C(=O)C(C)CC(C)C(=O)OCC)CCOCC1 (stereo not given)
24 | -1 | 1 | 98 | -5 | 4 | -1 | 10 | 13 | 100 | O=C(Cn1cnc2ccccc2c1=O)Nc1nnc(SCc2ccccc2)s1
25 | 11 | 0 | 111 | -9 | -8 | -3 | -6 | 19 | 99 | COc1cccc(/C=C/C(=O)NCCc2ccc3c(c2)OCCO3)c1
26 | 1 | 2 | 101 | -10 | 11 | 9 | 6 | 10 | 101 | COc1ccc2[nH]c3c(c2c1)CCN1C(=O)N([C@@H](C)C(=O)NCc2c(F)cccc2Cl)C(=O)[C@]31C
27 | 1 | 2 | 97 | -5 | 1 | . | 0 | . | 101 | CCOC(=O)C(=O)NNc1ccc(F)cc1
28 | 2 | 0 | 105 | 4 | 7 | -7 | -12 | 19 | 102 | COc1ccc(N2CCN(C(=O)c3ccc(CS(=O)Cc4ccc(C)cc4)o3)CC2)cc1 (stereo not given)
29 | -5 | . | 95 | . | 1 | 4 | . | . | 98 | CCOc1ccc2c(c1)OC1(CCC(C)C1)CC2=O (stereo not given)
30 | 9 | 3 | 113 | 0 | 0 | 7 | -28 | 9 | 103 | O=C(CC1C(=O)NCCN1Cc1cccc(C(F)(F)F)c1)NC1CCCCCC1 (stereo not given)
31 | 1 | -2 | 101 | 2 | -2 | 0 | 7 | -8 | 95 | O=C(Nc1cnc2ccccc2c1)c1cccnc1
32 | 7 | -1 | 104 | -5 | 6 | 0 | 5 | 1 | 102 | CC1=CCC2C(=O)N(c3cccc(C(=O)Nc4ccccc4Cl)c3)C(=O)C2C1 (stereo not given)
33 | -6 | -8 | 95 | -4 | -5 | 5 | 10 | 2 | 99 | C#CCOC(=O)C[N+](C)(C)CC=C
34 | . | 6 | . | 9 | 4 | . | 13 | -15 | . | CCOC(=O)CCCCC(=O)c1[nH]c(=O)[nH]c1CSc1nnc2c3cc(Br)ccc3n(C)c2n1
35 | 1 | -2 | 100 | 6 | 0 | 3 | 3 | 26 | 97 | CN(C)S(=O)(=O)c1ccc(C(=O)NCc2nnc(SCC(=O)c3ccccc3)o2)cc1
36 | 4 | 4 | 106 | -6 | . | -2 | 22 | 16 | 103 | CCOc1ccc(C2c3[nH]c4ccccc4c3C[C@H]3C(=O)N(C4CC4)CC(=O)N23)cc1OC (stereo not given in full)
37 | 1 | -1 | 93 | -2 | 2 | 4 | 22 | 28 | 64*[inhibitor] | CCOC(=O)c1ccc(NC(=S)Nc2ccccc2)cc1
38 | -1 | 0 | 97 | -5 | 2 | 4 | 6 | . | 93 | O=C(Nc1cc(Sc2nc3ccccc3s2)cc([N+](=O)[O-])c1)c1ccccc1
39 | 3 | 4 | 109 | -8 | 2 | -1 | 17 | 0 | 102 | COc1ccc(C(=O)Nc2nc(C)cs2)cc1S(=O)(=O)N1CCCC1
40 | 1 | -4 | 103 | -6 | 1 | 3 | 8 | -4 | 100 | O=C(O)c1cncc(C#Cc2ccccc2)c1
41 | -3 | -3 | 97 | -20 | 4 | 8 | 15 | 2 | 99 | COc1ccc(C(=O)Nc2cccc(OC)c2)cc1
42 | 2 | 1 | 100 | -18 | -1 | . | -19 | 10 | 96 | C[C@@H](C(=O)Nc1ccc2ccccc2c1)[C@H]1C[C@]1(C)[C@H](NC(=O)c1cccnc1)c1ccccc1
43 | 3 | 0 | 103 | 0 | -1 | 4 | 18 | 6 | 101 | COc1c(Cl)cc(Cl)cc1CNCCO
44 | 2 | 0 | 105 | 2 | 10 | -4 | 12 | 18 | 101 | COc1ccc(N2CCN(C3CC(=O)NC3=O)CC2)cc1 (stereo not given)
45 | -8 | -7 | 86 | -2 | 7 | -4 | 20 | 4 | 93 | COc1ccc(NC(=O)CC2SC(=O)NC2=O)cc1 (stereo not given)
46 | 0 | 0 | 109 | 0 | 2 | 8 | -30 | 28 | 118 | COC(=O)CN1C(c2ccccc2O)Nc2ccc(Br)cc2C1c1ccccc1 (stereo not given)
47 | 6 | -7 | 106 | -3 | -4 | 0 | 13 | -10 | 105 | COc1ccc(CNc2nccs2)cc1OC
48 | 0 | 4 | 101 | -13 | -4 | -2 | 10 | 22 | 101 | CCc1ccc(NC(=O)CNC(=O)Cn2ccc3ccccc3c2=O)cc1

# 3 compounds already listed, arranged by number of heavy atoms, low to high:
cpd | MEKK2mut PB1 HTS | M18AAP inhibitor | MEKK2 WT-MEK5 | p-CIP stab down | IDE inh | IDE cell activ | UBC9 SUMO inh | NALP1 inh | MEKK3 PB1 HTS | SMILES
38 | -1 | 0 | 97 | -5 | 2 | 4 | 6 | . | 93 | O=C(Nc1cc(Sc2nc3ccccc3s2)cc([N+](=O)[O-])c1)c1ccccc1
30 | 9 | 3 | 113 | 0 | 0 | 7 | -28 | 9 | 103 | O=C(CC1C(=O)NCCN1Cc1cccc(C(F)(F)F)c1)NC1CCCCCC1 (stereo not given)
42 | 2 | 1 | 100 | -18 | -1 | . | -19 | 10 | 96 | C[C@@H](C(=O)Nc1ccc2ccccc2c1)[C@H]1C[C@]1(C)[C@H](NC(=O)c1cccnc1)c1ccccc1

# Ordered by value in IDE cell activ (highest first): three of the compounds above.
No.	SMILES	IDE cell activ
46	COC(=O)CN1C(c2ccccc2O)Nc2ccc(Br)cc2C1c1ccccc1 (stereo not given)	8
31	O=C(Nc1cnc2ccccc2c1)c1cccnc1	0
45	COc1ccc(NC(=O)CC2SC(=O)NC2=O)cc1 (stereo not given)	-4

# From compound 26 up to 28, copied from above:
cpd | MEKK2mut PB1 HTS | M18AAP inhibitor | MEKK2 WT-MEK5 | p-CIP stab down | IDE inh | IDE cell activ | UBC9 SUMO inh | NALP1 inh | MEKK3 PB1 HTS | SMILES
26 | 1 | 2 | 101 | -10 | 11 | 9 | 6 | 10 | 101 | COc1ccc2[nH]c3c(c2c1)CCN1C(=O)N([C@@H](C)C(=O)NCc2c(F)cccc2Cl)C(=O)[C@]31C
27 | 1 | 2 | 97 | -5 | 1 | . | 0 | . | 101 | CCOC(=O)C(=O)NNc1ccc(F)cc1
28 | 2 | 0 | 105 | 4 | 7 | -7 | -12 | 19 | 102 | COc1ccc(N2CCN(C(=O)c3ccc(CS(=O)Cc4ccc(C)cc4)o3)CC2)cc1 (stereo not given)

# This is a subset, so the mix of outcomes need not match the whole.
